High-throughput results from PubChem BioAssay.
RAD54 branch – inhibitors of human RAD54 branch migration, primary screen, biochemical, fluorescence, single point. RAD54 Holliday junction branch migration, FAM/BHQ fluorescence. inhibition, % at 10.4 µM. 360,000 compounds, 0.14% hits;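 active means mean normalized replicate activity at least 40 and at least half of replicates scoring 40 or more; inconclusive means only one of the two criteria met; inactive means mean below 40 and under half of replicates reaching 40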;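 further: 0% = median of neutral control wells and 100% = median of positive control wells; inhibitors cause a drop in the FAM fluorescence signal; in these data hits start at about 50%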
E-sel inducer – E-selectin induction in HUVECs, primary screen, imaging, HUVEC, immunofluorescence imaging, single point; P16581; normalized: neutral wells 0, TNF-alpha wells 100; activation, % at 7.58 µM; 260,000 compounds, 0.37% hits; AID 686992, 2013;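 active means mean E-selectin-positive cell signal at least 10% of the positive control, reached in at least 60% of replicates, without over 20% cell loss; inconclusive means no rule given, readout overlaps actives, possibly toxicity-flagged; inactive means the rest, including those meeting only one limit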;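 further: in these data hits start at about 27%; measured in HUVEC primary endothelial cells; signal is the percent of cells scored E-selectin positive by PE staining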
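System: HUVEC / Compound: single concentration / Signal: immunofluorescence imaging / Read-out: percent E-selectin-positive cells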
miR122 inh – miR-122 Renilla sensor signal increase in Huh7, primary screen, miR-122 inhibitor project, cell-based, single point, plate reader | activation (reporter increase), % at 12.5 µM | 340,000 compounds, 0.3% hits | Huh7 miR-122 Renilla luciferase sensor, 48 h; neutral wells = 0, positive control = 100;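 active means mean replicate activation score at least 90 and every replicate individually at or above 90; inconclusive means only one of the two criteria met; inactive means neither criterion met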;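 further: higher luciferase means less miR-122 activity so hits act as miR-122 inhibitors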
PglD DTNB – C. jejuni PglD acetyltransferase inhibitors, primary screen, biochemical, DTNB colorimetric, single point. UDP-N-acetylbacillosamine N-acetyltransferase PglD (Campylobacter jejuni). purified PglD enzyme, DTNB colorimetric CoA detection. inhibition, % at 12.5 µM. 360,000 compounds, 0.098% hits; in the data active means inhibition above about 16%, passing the limit was not always enough; inconclusive means no clear call, values can overlap the other calls; further: strong numbers were not always called active
PGC1a acetyl inh – inhibitors of PGC1a acetylation signal, primary screen, cell-based, U2OS, AlphaScreen, inhibitor mode | 350,000 compounds, 0.17% hits | inhibition, % at 15.6 µM | AlphaScreen anti-acetyl-lysine; with virally co-expressed GCN5 acetyltransferase;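 active means every replicate shows inhibition of at least 40%; inconclusive means mean inhibition at least 40% but some replicate below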;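 further: 0% = neutral control wells and 100% = positive control wells; some results beyond the cut were filed as inactive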
Cneo AK release – Cryptococcus neoformans cell lysis inducers, primary screen, AK release luminescence, single concentration; C. neoformans lysis, adenylate kinase release luminescence, 4 h; normalised: neutral wells 0, clomiphene wells 100; lysis activity, % at 15 µM; 360,000 compounds, 0.2% hits;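 active means mean lysis activity across replicates of at least 80%, whatever share of replicates individually reach that level; inactive means mean lysis activity below 80%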
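Signal: Adenylate kinase release luminescence | Assay system: Log-phase Cryptococcus neoformans yeast cells | Input: Cells at 5 × 10^6 per mL | Buffer or medium: Fresh YPD growth medium | Compound: Single dose | Schedule: Static 4 h at 37 °C with compound, 1 h detection | Controls: Clomiphene | Read-out: Luminescence rise reflecting yeast cell lysis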
RAD52 inh – RAD52 DNA annealing inhibitors, primary screen, biochemical, FRET, single point, set 2 | 360,000 compounds, 0.46% hits | inhibition, % at 18.7 µM | DNA repair protein RAD52 homolog (Homo sapiens), P43351 | recombinant RAD52 DNA annealing, FRET fluorescence | AID 651710, 2012;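 active means every replicate showing at least 50% inhibition; inconclusive means mean inhibition at least 50% but not in every replicate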
ERAP1 inh – human ERAP1 aminopeptidase inhibitors, primary screen, biochemical, single point, plate reader; Endoplasmic reticulum aminopeptidase 1 (Homo sapiens), Q9NZ08; recombinant ERAP1, Leu-AMC fluorescence, 60 min; inhibition, % at 10.7 µM; 340,000 compounds, 0.15% hits;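 active means mean replicate inhibition of at least 30%, or all replicates individually reaching that 30% level; inactive means mean below 30% and not every replicate reaching it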;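 further: 0% = neutral control wells and 100% = L-leucinethiol positive control wells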
Target sequence (Q9NZ08 whole entry, looked up): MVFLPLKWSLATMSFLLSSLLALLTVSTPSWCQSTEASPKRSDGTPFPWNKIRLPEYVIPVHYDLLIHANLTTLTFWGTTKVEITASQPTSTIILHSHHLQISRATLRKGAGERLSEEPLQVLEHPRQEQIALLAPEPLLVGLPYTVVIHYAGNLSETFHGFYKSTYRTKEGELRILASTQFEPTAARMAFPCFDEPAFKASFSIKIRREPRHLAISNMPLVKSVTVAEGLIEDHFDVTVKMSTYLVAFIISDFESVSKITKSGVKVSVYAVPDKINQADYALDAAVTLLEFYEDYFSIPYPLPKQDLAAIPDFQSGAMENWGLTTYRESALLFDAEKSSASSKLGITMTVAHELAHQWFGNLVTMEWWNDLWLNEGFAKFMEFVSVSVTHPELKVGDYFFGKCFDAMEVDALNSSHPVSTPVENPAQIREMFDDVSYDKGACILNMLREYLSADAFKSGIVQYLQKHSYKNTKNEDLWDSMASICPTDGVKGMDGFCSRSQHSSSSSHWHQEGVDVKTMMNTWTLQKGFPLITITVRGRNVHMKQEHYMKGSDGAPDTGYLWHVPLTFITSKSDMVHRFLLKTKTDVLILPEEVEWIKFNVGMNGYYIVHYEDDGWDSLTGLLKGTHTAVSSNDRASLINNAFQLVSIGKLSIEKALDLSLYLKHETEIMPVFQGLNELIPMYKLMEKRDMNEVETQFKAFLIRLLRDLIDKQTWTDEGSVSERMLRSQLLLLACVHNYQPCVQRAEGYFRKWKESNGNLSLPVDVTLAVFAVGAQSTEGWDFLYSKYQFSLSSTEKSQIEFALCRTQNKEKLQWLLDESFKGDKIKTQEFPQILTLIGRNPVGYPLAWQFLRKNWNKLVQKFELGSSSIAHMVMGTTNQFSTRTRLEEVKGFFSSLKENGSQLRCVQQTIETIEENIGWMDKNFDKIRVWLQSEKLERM
Numbers without * were called inactive; ? = inconclusive; / = no result given; [ ] = another dose, or the depositor's remark.

SMILES | RAD54 branch | E-sel inducer | miR122 inh | PglD DTNB | PGC1a acetyl inh | Cneo AK release | RAD52 inh | ERAP1 inh
COc1ccc(NC(=O)N(C)C[C@@H]2Oc3c(NC(=O)c4ccncc4)cccc3C(=O)N([C@@H](C)CO)C[C@H]2C)cc1 | -6 | 0.0 | -7[16.7 µM] | -2 | -8 | 0 | 0 | -3
O=C(COC(=O)CSc1ccc([N+](=O)[O-])cc1)NCc1cccs1 | 10 | -0.1 | / | 5 | / | 2 | -3 | 3
C/C(=N\NC(=O)CSCc1ccccc1Br)c1cccc([N+](=O)[O-])c1 | -3 | / | 14 | -2 | / | -2 | -14 | -2
COc1ccc(NC(=O)C(C)N2C(=O)c3ccccc3S2(=O)=O)c(OC)c1 (stereo not given) | 0 | / | / | -2 | / | -2 | -1 | -1
CCOC(=O)c1c(-c2ccc(OC)cc2)csc1NC(=O)C1CCCO1 (stereo not given) | / | / | -7 | / | -10 | / | -12 | 1
COc1ccc(Nc2ncccc2C(=O)O)cc1 | -13 | / | 19 | 3 | 3 | 0 | / | /
CC12C(=O)N(n3cnnc3)C(=O)C1C1C=CC2C1 (stereo not given) | -6 | / | -1 | -1 | -2 | -2 | / | /
C[C@@H]1CN([C@H](C)CO)C(=O)c2cc(C#C[C@@H](C)O)cnc2O[C@H]1CN(C)CC1CCCCC1 | 4 | 0.9 | -6[16.7 µM] | -2 | -3 | -1 | -11 | 1
COC(=O)c1ccc(N(C(=O)CNC(=O)c2ccco2)C(C(=O)NCC2CCCO2)c2ccc(OC)c(OC)c2)cc1 (stereo not given) | 15 | -0.1 | / | -5 | / | 9 | -8 | -9
COC(=O)c1cccc(NC(=S)NC(C)C)c1 | / | 0.4 | 1 | / | -15 | / | 13 | -1
O=C(CN(C(=O)CCC(=O)Nc1ccccn1)c1ccc2c(c1)OCO2)NCc1ccc(F)cc1 | 3 | -0.2 | / | -1 | / | 0 | -4 | 1
C[C@H](NC(=O)C[C@H]1C[C@@H]2c3cc(NC(=O)NC4CCCCC4)ccc3O[C@@H]2[C@@H](CO)O1)c1ccccc1 | 22 | 0.6 | 1[16.7 µM] | 2 | -2 | -1 | 8 | -2
CCN(CC)c1nc2ccccc2[nH]1 | -8 | -1.1 | -4 | -3 | -13 | 1 | / | /
O=C(O)CC(O)(CC(=O)O)C(=O)O | -3 | / | -2 | -3 | -7 | -1 | -14 | 0
COc1ccc(S(=O)(=O)CCC(=O)N(C)c2ccc(OC)cc2OC)cc1 | 0 | / | 3 | 9 | -12 | 1 | / | /
O=C(/C=C/c1ccc(S(=O)(=O)N2CCOCC2)cc1)N1CCCCC1 | 4 | / | / | -1 | / | 6 | -13 | -2
S=C(NN=C1C2CC3CC(C2)CC1C3)Nc1ccccc1 | -5 | / | -4 | 8 | -11 | 3 | / | /
CO[C@@H]1CN(C)C(=O)c2cc(NC(=O)Nc3ccccc3F)ccc2OC[C@H](C)NC[C@H]1C | -7 | 0.0 | -10[16.7 µM] | -2 | -2 | -2 | 12 | -8
CC(=O)Nc1nc2cc3c(cc2s1)OCO3 | 0 | 0.0 | / | 3 | / | 6 | -32 | 2
CCCn1c(SCCN2C(=O)c3ccccc3C2=O)n[nH]c1=O | -2 | / | -7 | 5 | 9 | 0 | / | /
COc1ccc(-c2cc(C(=O)N(C)CC(=O)Nc3ccccc3C(F)(F)F)c3ccccc3n2)cc1OC | -24 | 0.7 | 16 | 4 | 10 | -3 | -25 | 2
O=C(C1CCC1)N1CC(=O)N2[C@H](CO)[C@H](c3ccc(-c4cccnc4)cc3)[C@@H]2C1 | / | 0.0 | / | / | -8 | / | -7 | 0
COC(C(=O)N1CCC(CCC(=O)Nc2ccccc2)CC1)c1ccccc1 (stereo not given) | -2 | -0.3 | / | 1 | / | 8 | -10 | -1
CCCN(CCC)C(=O)c1cn(CC)c2ccc(S(=O)(=O)N3CCCCC3)cc2c1=O | -8 | 7.1 | 5 | 1 | -3 | 4 | 0 | -1
CO[C@H]1CN(C)C(=O)c2cc(NS(=O)(=O)c3ccc(-c4ccccc4)cc3)ccc2OC[C@H](C)NC[C@H]1C | -12 | -0.2 | 4[16.7 µM] | 0 | -19 | 2 | 21 | -2
CN(C)c1ccc(-c2csc(C(O)c3ccccc3)n2)cc1 (stereo not given) | -2 | 0.0 | 1 | 3 | -1 | -5 | -7 | 2
CCc1ccc(N(CC(=O)NCCc2ccccc2)C(=O)CCC(=O)Nc2ccccn2)cc1 | -2 | / | 7 | -2 | -1 | 1 | -9 | 1
CC(C)CCN1CCN(Cc2cnc(-c3ccccc3)s2)CC1CCO (stereo not given) | / | 4.1 | / | / | 6 | / | -20 | -1
Cc1ccc(C(=O)N[C@H](C(=O)Nc2ccc(F)cc2)C(C)C)cc1 | 6 | 0.0 | -2 | -1 | -3 | -1 | -5 | 0
CC(C)CC#Cc1ccc2c(c1)O[C@@H](CN(C)C(=O)Cc1ccccc1)[C@H](C)CN([C@@H](C)CO)S2(=O)=O | -8 | -0.3 | 5[16.7 µM] | 2 | 0 | 3 | 15 | -1
CC(=O)Nc1ccc(C(=O)COC(=O)CN2C(=O)NC3(CCCCC3C)C2=O)cc1 (stereo not given) | -7 | 6.0 | 1 | 6 | 2 | 1 | -2 | 4
COc1ccc(-c2nnc(NC(=O)c3cc(Cl)ccc3Cl)o2)cc1 | -6 | ? | -6 | 0 | 5 | 4 | -17 | 4
CNC[C@@H]1Oc2ccc(N(C)C)cc2CC(=O)N([C@@H](C)CO)C[C@@H]1C | 16 | 0.1 | -4[16.7 µM] | 0 | -4 | 1 | -9 | 13
O=C(/C=C/c1cn(-c2ccccc2)nc1-c1ccccc1)Nc1ccc(C(=O)O)cc1 | 1 | 6.3 | -16 | 3 | 6 | -24 | 8 | 4
Cc1ccc2cc3cc(C(=O)NCCN4CCOCC4)oc3nc2c1 | 2 | / | -3 | 3 | -18 | -8 | / | /
CCCN1C/C(=C/c2cccc([N+](=O)[O-])c2)C(=O)/C(=C/c2cccc([N+](=O)[O-])c2)C1 | 1 | / | -4 | -6 | -3 | 0 | / | /
O=C(NC1CCCC1)C(c1ccncc1)N(C(=O)c1ccco1)c1ccc(Cl)cc1 (stereo not given) | 1 | / | 1 | -4 | -14 | 2 | -2 | -1
COc1cccc2cc(-c3cc(=O)oc4cc(C)c(O)cc34)oc12 | -7 | / | -2 | 0 | / | -1 | -10 | -3
CCCNC(=O)N(C)C[C@H]1Oc2cc(-c3ccncc3)ccc2S(=O)(=O)N([C@H](C)CO)C[C@@H]1C | -5 | 2.8 | 3[16.7 µM] | 1 | -4 | -3 | -15 | -1
O=C(Nc1ccc(Cl)cc1)c1cc(S(=O)(=O)N2CCOCC2)cs1 | 13 | / | 21 | -3 | -9 | 0 | / | /
C/C(=N\NC(=O)c1ccc(F)cc1)c1cccc(NC(=O)c2ccco2)c1 | -9 | / | -5 | 6 | 2 | -1 | / | /
CC1Cc2ccccc2N1C(=S)NC(=O)C1(C)CC1(Cl)Cl (stereo not given) | / | 0.1 | / | / | -2 | / | -8 | 2
COc1ccccc1NS(=O)(=O)c1ccc(O)c(C(=O)OCC(=O)Nc2ccccc2F)c1 | -5 | / | -9 | -3 | 0 | 2 | 8 | 0
CCNC(=O)C[C@H]1CC[C@H]2[C@@H](COc3ccc(NC(=O)Nc4cccc(C)c4)cc3C(=O)N2C)O1 | -2 | -0.1 | -6[16.7 µM] | 3 | 0 | -1 | 4 | 2
COc1cccc(/C=N/NC(=O)c2cccc3ccccc23)c1OC | -6 | 0.0 | 4 | -1 | / | -1 | -13 | /
CN1C(=O)/C(=C/c2ccccc2Cl)Sc2ccc(C(=O)N3CCCC3)cc21 | -3 | / | 2 | -11 | / | 1 | -4 | -1
CCCCNC(=O)NC1C(NC(=O)NCCCC)N(C)C(=O)N1C (stereo not given) | -10 | / | -2 | 2 | 3 | -4 | / | /
O=C1CC(c2nc3ccccc3[nH]2)CN1c1ccccc1F (stereo not given) | -1 | / | 2 | 3 | / | 2 | -10 | 4
Cc1nc(-c2ccc(Cl)cc2)sc1C1(C)CC(c2cccnc2)=NO1 (stereo not given) | 3 | 0.7 | -4 | -1 | 1 | 0 | -10 | 5
CCOc1ccc(Nc2nc(N)c([N+](=O)[O-])c(N3CCN(CC)CC3)n2)cc1 | 8 | 0.0 | / | -8 | -4 | -1 | 8 | 7
COc1ccccc1NC(=O)CC1CCCC1 | 13 | 0.0 | / | 2 | / | 2 | -9 | 0
Cn1c(=O)c2c(nc(NCc3ccco3)n2CC(O)CO)n(C)c1=O (stereo not given) | / | 1.6 | / | / | 2 | / | -3 | 1
C[C@H]1CN([C@@H](C)CO)C(=O)c2cccc(NS(=O)(=O)c3ccccc3)c2O[C@H]1CN(C)S(=O)(=O)c1cn(C)cn1 | 13 | -0.2 | -4[16.7 µM] | 0 | -3 | 0 | 17 | -1
CCOc1ccc(Cn2nnc(C(=O)Nc3cc(OC)cc(OC)c3)c2N)cc1 | 2 | 0.1 | -3 | -3 | / | 0 | 6 | /
CCOn1c(SC(C)C)nc2ccccc2c1=O | -15 | / | -4 | -2 | -11 | 5 | / | /
COCCN(Cc1ccco1)C(=O)C1CCCN(c2ncnc3c2nc2n3CCCCC2)C1 (stereo not given) | 0 | / | 0 | 6 | 0 | 2 | 7 | 1
Cc1c(C)c2ccc(OCC(=O)N3CCN(c4ccc(F)cc4)CC3)c(C)c2oc1=O | 0 | / | -8 | 1 | -6 | -1 | -8 | 2
CC(C)c1ccc(CN2CC(C(=O)Nc3ccccc3)CC2=O)cc1 (stereo not given) | 0 | / | 4 | 1 | -2 | -1 | -1 | 0
CN(Cc1cnn(-c2ccccc2)c1)C(=O)c1ccc(S(=O)(=O)NCc2ccco2)cc1 | -15 | -0.1 | 24 | 5 | -2 | -1 | 0 | 1

A second format for part of the listing above:
SMILES	RAD54 branch	E-sel inducer	miR122 inh	PglD DTNB	PGC1a acetyl inh	Cneo AK release	RAD52 inh	ERAP1 inh
COC(=O)c1ccc(N(C(=O)CNC(=O)c2ccco2)C(C(=O)NCC2CCCO2)c2ccc(OC)c(OC)c2)cc1 (stereo not given)	15	-0.1	/	-5	/	9	-8	-9
COC(=O)c1cccc(NC(=S)NC(C)C)c1	/	0.4	1	/	-15	/	13	-1
O=C(CN(C(=O)CCC(=O)Nc1ccccn1)c1ccc2c(c1)OCO2)NCc1ccc(F)cc1	3	-0.2	/	-1	/	0	-4	1
C[C@H](NC(=O)C[C@H]1C[C@@H]2c3cc(NC(=O)NC4CCCCC4)ccc3O[C@@H]2[C@@H](CO)O1)c1ccccc1	22	0.6	1[16.7 µM]	2	-2	-1	8	-2
